Compound activity deposited in PubChem BioAssay by several laboratories.
L major viab = inhibitors of Leishmania major promastigote growth; Leishmania major promastigotes, resazurin fluorescence viability; inhibition, % at 10 µM; hit rate 9% among 200,000; in the data active = inhibition above about 50%;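 note: promastigotes grown with compound for 44 hours at 28 °C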
bIAP act = increases bovine intestinal alkaline phosphatase activity. activation factor at 20 µM. hit rate 0.17% among 200,000. purified bovine IAP, CDP-star luminescence, 30 min; stronger effect = higher value; fold of DMSO-control signal, blank-subtracted;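 active = activation factor of 2 or more at 20 µM, a signal rise over negative controls twice the positive control's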
Diaph inh CS = inhibits diaphorase or chemically oxidizes, flagging diaphorase assay artifacts | diaphorase resazurin-to-resorufin fluorescence, NADH, 16 min; bacterial (C. kluyveri) enzyme, not human | inhibition, % at 20 µM | hit rate 0.69% among 190,000;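 active = primary screen inhibition at 20 µM above a set limit, cut at about 50% in these data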;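 note: plate controls were DMSO with full reaction for no effect and wells lacking NADH for full effect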
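System: Diaphorase enzyme from Clostridium kluyveri | Amount: Enzyme working solution with 0.14 U/mL diaphorase | Benchmarks: No-NADH positive control and DMSO neutral control | Signal: Fluorescence of resorufin formed from resazurin, Ex 544/Em 590 nm | Schedule: 16-min room-temperature incubation before reading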
PMI act hi M6P = activators of human phosphomannose isomerase at near-saturating mannose 6-phosphate | coupled PMI enzyme assay, resazurin fluorescence, 20 min; stronger effect = higher value; 1 = untreated enzyme, 0 = substrate-free blank | hit rate 0.34% among 190,000 | P34949 | activation factor at 20 µM;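 active = activation factor of 2 or more at 20 µM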
Target sequence (P34949 whole entry, looked up): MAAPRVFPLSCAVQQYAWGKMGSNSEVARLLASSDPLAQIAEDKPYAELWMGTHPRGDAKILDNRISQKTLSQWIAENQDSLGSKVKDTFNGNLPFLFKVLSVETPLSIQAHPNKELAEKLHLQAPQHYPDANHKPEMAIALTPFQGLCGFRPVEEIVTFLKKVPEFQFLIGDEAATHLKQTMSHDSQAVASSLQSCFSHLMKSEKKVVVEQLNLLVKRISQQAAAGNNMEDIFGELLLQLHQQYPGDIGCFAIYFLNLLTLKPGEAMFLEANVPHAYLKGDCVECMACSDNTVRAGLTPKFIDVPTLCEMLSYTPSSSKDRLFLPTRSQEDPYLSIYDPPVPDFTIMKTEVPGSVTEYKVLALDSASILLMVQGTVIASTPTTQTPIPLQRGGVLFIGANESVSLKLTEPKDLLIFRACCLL
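Test system: Human PMI in coupled enzyme assay | Input: 15 ng/mL PMI | Medium: HEPES-buffered pH 7.4 with magnesium and detergent | Compound: One concentration, 20 µM, in 1% DMSO | Incubation: Enzyme reaction with compound 20 min at room temperature | Detection: Diaphorase-driven resazurin-to-resorufin fluorescence, excitation 544, emission 590 nm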
Diaphorase act = activates diaphorase or chemically reduces, flagging diaphorase assay artifacts | Diaphorase/resazurin coupled assay, resorufin fluorescence, 16 min; stronger effect = higher value; 1 = vehicle wells, 0 = NADH-free wells | activation factor at 20 µM | hit rate 0.005% among 190,000 | AID 1229;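 active = diaphorase activity raised at least twofold by the compound at 20 µM; inactive = activation factor below 2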
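Test system: Clostridium kluyveri diaphorase, purified enzyme. Buffer or medium: 50 mM HEPES pH 7.4 buffer plus MgCl2 and Tween 20. Also added: 0.114 mM NADH and 0.1 mM resazurin, final amounts. Dosing: compound 20 µM once, DMSO 1%. Schedule: 16 min enzyme reaction, ambient temperature. Detection: fluorescence of resorufin, 544 nm excitation, 590 nm emission.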
TNAP act hiacc = increases human TNAP activity under high phosphate acceptor concentration | 200,000 tested, under 10 active | activation factor at 20 µM | AID 1136 | purified TNAP, CDP-star luminescence, 1 M DEA, 30 min; stronger effect = higher value; 0 = EDTA background, 1 = DMSO-only activity;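 active = activation factor at least 2 at 20 µM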
Target sequence (P05186 whole entry, looked up): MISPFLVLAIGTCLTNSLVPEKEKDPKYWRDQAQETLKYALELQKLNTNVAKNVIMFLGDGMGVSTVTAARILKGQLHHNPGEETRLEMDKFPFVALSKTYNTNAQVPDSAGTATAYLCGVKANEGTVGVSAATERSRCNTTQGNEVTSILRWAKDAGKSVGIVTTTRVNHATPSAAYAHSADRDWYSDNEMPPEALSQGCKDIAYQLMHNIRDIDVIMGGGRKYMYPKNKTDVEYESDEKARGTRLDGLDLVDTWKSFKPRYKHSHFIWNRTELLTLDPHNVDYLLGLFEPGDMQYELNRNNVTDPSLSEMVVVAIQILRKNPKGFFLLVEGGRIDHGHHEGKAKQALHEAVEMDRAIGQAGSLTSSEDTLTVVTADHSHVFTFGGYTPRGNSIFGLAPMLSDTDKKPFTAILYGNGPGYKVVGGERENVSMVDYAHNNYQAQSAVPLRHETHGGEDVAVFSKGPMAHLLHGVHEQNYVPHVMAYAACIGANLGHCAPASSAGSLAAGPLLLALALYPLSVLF
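Test system – human TNAP · Doses – 20 µM single point · Incubation – 30 min, room temperature · Signal – luminescent substrate turnover signal · Read-out basis – activation factor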
PMI activator = activators of human phosphomannose isomerase. P34949. purified human PMI, coupled resazurin fluorescence, 20 min; stronger effect = higher value; 1 = vehicle control, 0 substrate-free wells. activation factor at 20 µM. hit rate 0.005% among 190,000. AID 1214;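 active = activation factor of 2 or more at 20 µM, relative to plate controls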
bIAP inh = intestinal alkaline phosphatase (bovine) inhibition. 190,000 tested, under 10 active. AID 1019. inhibition, % at 20 µM. purified bovine IAP, CDP-star luminescence, 30 min;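 active = over 50% inhibition of intestinal alkaline phosphatase at 20 µM in the single-dose screen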
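test system = bovine IAP enzyme | medium = DEA buffer 100 mM, pH 9.8, with MgCl2 1.0 mM, ZnCl2 0.02 mM | detection = luminescence | dosing = single compound dose of 20 µM, 2% DMSO final | incubation = 30 min reaction at room temperature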
TNAP inh hiacc = TNAP (human) inhibition, high acceptor. inhibition, % at 20 µM. purified TNAP, CDP-star luminescence, 1 M DEA. AID 1135. P05186. hit rate 0.03% among 200,000;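 active = over 50% inhibition of tissue-nonspecific alkaline phosphatase at 20 µM in the single-dose screen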;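 note: plate controls were DMSO wells for no effect and EDTA-quenched wells as full inhibition for full effect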
TNAP inh noacc = inhibitors of human TNAP without phosphate acceptor; purified TNAP, CDP-star luminescence, 30 min; hit rate 0.26% among 200,000; inhibition, % at 20 µM; AID 1012;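 active = tissue-nonspecific alkaline phosphatase inhibition above about 50% at 20 µM in the single-dose screen, limit read from the data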;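 note: 0% = DMSO negative control and 100% = EDTA positive control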
The depositor's hits bear a star.

SMILES	L major viab	bIAP act	Diaph inh CS	PMI act hi M6P	Diaphorase act	TNAP act hiacc	PMI activator	bIAP inh	TNAP inh hiacc	TNAP inh noacc
O=C(CSc1nc2[nH]ncc2c(=O)n1-c1ccccc1Cl)N1CCCC1	1	1.2	8	1	0.9	1	1	-22	-2	-12
NS(=O)(=O)c1ccc(NC(=S)Nc2nn(Cc3ccc(Cl)cc3Cl)cc2Cl)cc1	14	0.8	32	1	0.7	1	0.9	20	2	-50
O=[N+]([O-])/C(C(Cl)=C(Cl)Cl)=C(/NC1CC1)Sc1ccccc1	0	1	8	1.1	0.9	1	1	-3	2	8
O=C(Nc1cccc(C(F)(F)F)c1)C(Sc1cccc[n+]1[O-])c1ccccc1 (configuration not stated)	-3	1.1	8	0.9	0.9	1	0.9	-9	0	-5
CCN1CCc2nc(NC(=O)c3ccccc3)sc2C1	4	1	8	1.1	0.9	0.9	0.9	4	5	-6
CCCc1cc(=O)[nH]c(SCCN2C(=O)c3ccccc3C2=O)n1	-7	1	-6	1.1	1.1	1.1	1.2	0	-5	-11
Cc1ccc(NC(=O)C(=O)NCC2CCN(C(=O)c3cccc([N+](=O)[O-])c3)CC2)cc1	23	1	13	0.9	0.9	1	0.9	1	-3	-4
CCN(CCCNC(=O)CCNC(=O)Cn1cnc2ccccc2c1=O)c1ccccc1	3	0.9	25	0.9	0.8	1.1	0.9	8	-6	-10
CC12CCC(C(=O)Nc3cccnc3)(CC1=O)C2(C)C (configuration not stated)	-4	1	6	1	0.9	1	0.9	0	-2	-9
O=C(C1=C(O)C(=O)N(CCN2CCOCC2)C1c1cccnc1)c1cc2ccccc2o1 (configuration not stated)	-7	1	3	1.6	1	1	1.4	2	-2	1
COc1cccc(C(=O)Nc2ccccc2C(=O)N2CCCC2)c1	-2	1.1	9	1	0.9	1	1	-10	-1	-8
COc1ccc(C2CCCN2C(=S)Nc2cccc(C)c2C)cc1OC (configuration not stated)	9	1	1	1	1	1	1	-3	4	-4
CCOc1ccc2[nH]c(=O)c(CN(CCN3CCOCC3)Cc3nnnn3C(C)(C)CC)cc2c1	1	1	8	1	0.9	1.1	1.1	-3	-6	-8
Cc1cc(C)n(-c2ccc(C(=O)Nc3ccc4c(c3)OCO4)cc2)n1	-2	0.8	13	1	0.9	1	1	21	0	-6
CC1CCCC(NC(=O)c2ccc(CNc3c(N4CCCC4)c(=O)c3=O)cc2)C1C (configuration not stated)	-7	1	9	0.9	0.9	1	0.9	2	4	-13
Cc1ccccc1S(=O)(=O)NCc1cccnc1	-4	1	6	1	0.9	1	1.1	-3	-2	-8
CCOC(=O)c1ccc(N2C(=O)CC(NC3CCN(C(=O)c4ccc(F)cc4)CC3)C2=O)cc1 (configuration not stated)	-9	1.1	18	0.9	0.8	1	0.9	-6	-4	-9
CCOc1ccc(CCNC(=O)c2cc3sc(Cl)cc3n2C)cc1OCC	-1	0.8	2	1.1	1	1	1	24	-2	-6
Nc1nc(-c2ccc(F)cc2)cc(C(F)(F)F)n1	-12	0.9	14	1	0.9	1	0.9	14	-3	-10
Cc1ccc(CCC(=O)Nc2ccccc2F)s1	-2	0.8	11	1.1	0.9	1	1	16	-2	-7
C=CCc1cccc(/C=N/n2cnnc2)c1O	4	1	8	0.9	0.9	1	0.9	3	-1	-12
O=C(OCC(=O)N1CCN(C(=O)c2ccco2)CC1)c1cc(S(=O)(=O)Nc2ccc(Cl)cc2)ccc1O	-3	1.1	19	0.9	0.8	1	0.9	-9	4	0
C/C(=N/NC(=O)c1ccco1)c1cccnc1	-1	0.9	6	1.1	0.9	1	1	10	-2	-9
S=C(NCCc1ccccc1)Nc1ccccn1	-13	1.2	17	0.9	0.8	1	0.8	-23	-4	-4
COc1cccc(OCCSc2nc(C)c(Cc3ccccc3)c(=O)[nH]2)c1	-4	1.1	-5	1.1	1	1	1.1	-13	0	-4

No new results follow: an excerpt of the list.
SMILES	L major viab	bIAP act	Diaph inh CS	PMI act hi M6P	Diaphorase act	TNAP act hiacc	PMI activator	bIAP inh	TNAP inh hiacc	TNAP inh noacc
O=C(CSc1nc2[nH]ncc2c(=O)n1-c1ccccc1Cl)N1CCCC1	1	1.2	8	1	0.9	1	1	-22	-2	-12
NS(=O)(=O)c1ccc(NC(=S)Nc2nn(Cc3ccc(Cl)cc3Cl)cc2Cl)cc1	14	0.8	32	1	0.7	1	0.9	20	2	-50
O=[N+]([O-])/C(C(Cl)=C(Cl)Cl)=C(/NC1CC1)Sc1ccccc1	0	1	8	1.1	0.9	1	1	-3	2	8
O=C(Nc1cccc(C(F)(F)F)c1)C(Sc1cccc[n+]1[O-])c1ccccc1 (configuration not stated)	-3	1.1	8	0.9	0.9	1	0.9	-9	0	-5
CCN1CCc2nc(NC(=O)c3ccccc3)sc2C1	4	1	8	1.1	0.9	0.9	0.9	4	5	-6
CCCc1cc(=O)[nH]c(SCCN2C(=O)c3ccccc3C2=O)n1	-7	1	-6	1.1	1.1	1.1	1.2	0	-5	-11

Other entries.
SMILES	L major viab	bIAP act	Diaph inh CS	PMI act hi M6P	Diaphorase act	TNAP act hiacc	PMI activator	bIAP inh	TNAP inh hiacc	TNAP inh noacc
COc1ccc(N2CCN(Cc3nc4c(c(=O)n(C)c(=O)n4C)n3CC(C)=O)CC2)cc1	-2	1	-1	1	1	1	1	-4	0	-7
CCOc1cc(C)nc(NCc2ccccc2)n1	65*	0.9	2	1	1	1	1	14	-3	-14
CCOc1ccc(N(CC)C(=O)COc2cc(=O)n(CC)c3ccccc23)cc1	18	1.1	0	1	1	1.1	0.9	-9	-5	-2
COc1ccccc1-n1c(=O)[nH]c2c(C(N)=O)nc(CC(C)C)nc21	36	0.9	20	0.9	0.8	1	0.9	13	-3	2
Cc1ccc(N(CC(N)=O)C2SC(=O)N(C)C2=O)cc1 (configuration not stated)	-3	1.1	-2	1	1	1.1	1	-6	-6	-9
COc1ccc(C[C@H]2CN3C(=NC[C@H]3C)N2CCNC(=O)c2ccc(C)c(Br)c2)cc1	53*	1.3	-4	1	1	1	1	-30	-3	-5
O=C(COC(=O)c1cc(Br)ccc1O)Nc1cc(S(=O)(=O)N2CCCC2)ccc1Cl	3	0.9	-1	1.1	1	1	1.2	5	-2	-3
CN(C)c1ccc(N=Cc2nc(-c3ccccc3)oc2OC(=O)c2ccccc2)cc1	8	0.9	9	1	0.9	1	0.9	5	-1	-38
COC(=O)c1ccc(S(=O)(=O)N2CCCCC2)o1	-7	1	17	0.9	0.8	1	0.9	1	-2	-2
CCn1c(=N)n(CC(=O)c2ccc(OC)c(OC)c2)c2ccccc21	5	1.2	-15	1.3	1.2	1.1	1.1	-15	-7	-7
CCN(CC)C(=O)Cn1cc(C(=O)C(=O)NCCc2ccc(S(N)(=O)=O)cc2)c2ccccc21	1	1	15	1	0.8	1	1	2	2	-5
COc1ccc(Cl)cc1C(=O)CSc1nc(N)cc(N)n1	9	0.8	7	1	0.9	1	1	18	-2	-12
CCCCc1ccc(-n2nnnc2SCC(=O)Nc2cc(OC)c([N+](=O)[O-])cc2C)cc1	-3	1	13	0.9	0.9	1	0.9	-4	-2	-6
COc1ccc(C(=O)Nc2ccc(CN3CCOCC3)cc2)cc1	1	0.8	9	1	0.9	1	1	16	-3	-9
CNC(=S)N1N=C(c2ccccc2)CC1c1ccccc1Cl (configuration not stated)	2	1	46	1	0.5	1.1	0.8	4	-9	-8
Clc1cccc(CSc2ncn(-c3ccccc3)n2)c1	-3	0.6	10	1	0.9	1	1	38	0	-9
O=C(Oc1cccnc1)c1cc(S(=O)(=O)N2CCOCC2)ccc1Cl	-4	0.9	-3	1.1	1	1	1	9	-3	-9
Cc1ccc(C2CC(C(F)(F)F)n3ncc(C(N)=O)c3N2)cc1 (configuration not stated)	3	1	14	0.9	0.9	1	0.9	-1	-1	-2
CN(C)c1ccc(C(=S)NC2CCCCC2)cc1	-3	1.2	10	0.9	0.9	1	0.6	-18	-4	-12
Cc1c(CN(C)C)c2c(n1Cc1ccccc1)C(=O)c1ccc(Br)cc1-2	48	0.8	1	1.1	1	1	0.9	24	1	-1
CCOc1ccc(NC(=O)CN(c2ccc(OC)cc2)S(C)(=O)=O)cc1	2	1	12	1	0.9	1	0.9	0	-3	-9
CN(Cc1cc([N+](=O)[O-])c2cccnc2c1O)C1CCCCC1	-1	0.9	22	0.5	0.8	0.9	0.8	6	11	4
COc1cccc(C(c2nnnn2CCc2ccccc2)N2CCN(c3ccccc3)CC2)c1OC (configuration not stated)	55*	0.9	25	0.8	0.7	1	1.1	10	-2	-3
CCOc1cc(NC(=S)Nc2cccc(OC)c2)c(OCC)cc1NC(=O)C1CC1	-2	1	12	0.4	0.9	1	0.6	1	-2	-6
CCc1ccccc1NC(=S)N(Cc1cccs1)C1CCCC1	17	0.8	11	1	0.9	1	1	19	2	-9
SMILES	L major viab	bIAP act	Diaph inh CS	PMI act hi M6P	Diaphorase act	TNAP act hiacc	PMI activator	bIAP inh	TNAP inh hiacc	TNAP inh noacc
O=C(Nc1ccc2c(c1)OCO2)Nc1ccc(Cl)cc1Cl	3	0.8	15	0.9	0.9	1	0.9	19	-4	2
CCOC(=O)N1CCN(CC(O)COCCC23CC4CC(CC(C4)C2)C3)CC1 (configuration not stated)	87*	1.1	9	1	0.9	1	1.1	-7	-2	1
Cc1ccc(S(=O)(=O)N(CC(=O)N2CCCCCC2)c2ccccc2)cc1	75*	1	8	1	0.9	1	1	0	-4	-2
Cc1c(Cl)cccc1NC(=O)CCN1CCCC(C)C1 (configuration not stated)	10	0.9	16	0.9	0.8	1	1	8	-3	-12
C/C(=N\NC(=O)CNc1ccc(F)cc1)c1cc2ccccc2o1	-3	1.4	4	0.9	1	1	1	-42	-1	-3
CCOC(=O)C1=C(CNC2CCCCC2)NC(=O)NC1c1cc(C)ccc1C (configuration not stated)	47	1	11	0.9	0.9	1	0.9	4	-2	7
COc1ccc(CN2CCCCC2C)cc1C (configuration not stated)	6	0.9	9	1	0.9	1	0.9	6	-3	-9
C/C(CC(=O)NCc1ccco1)=N\NC(=O)CC#N	-11	1	8	1	0.9	1.1	1.1	-5	-9	-6
CS(=O)(=O)N(Cc1ccccc1)c1ccc(C(=O)Nc2ccc3c(c2)OCO3)cc1	-3	1	-3	1	1	1.1	1	3	-7	-17
CCOC(=O)C(C)N1N=C(/C=C/c2ccc(C)cc2)CCC1=O (configuration not stated)	-1	1	8	0.9	0.9	1.1	0.9	2	-5	-4
COc1ccc(NC(=O)c2ccc(COc3ccccc3)o2)cc1	-4	1	-2	1	1	1.1	0.9	0	-6	-11

Compounds were not picked by outcome. About 10% of those tested had a hit in this group.
